# TbREL1 primary: TbREL1 RNA ligase inhibitors, primary screen, biochemical, FRET fluorescence; 0.49% of 89,000 active; inhibition, % at 9.66 µM; TbREL1 RNA ligation; RNA-editing ligase 1, mitochondrial (Trypanosoma brucei brucei), P86926;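 active = inhibition above the mean inhibition across all screened compounds plus 3 SD, cut at about 11% in these data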;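 also: 0% = plate median of test wells and 100% = NSC42067 control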
# Target sequence (P86926 whole entry, looked up): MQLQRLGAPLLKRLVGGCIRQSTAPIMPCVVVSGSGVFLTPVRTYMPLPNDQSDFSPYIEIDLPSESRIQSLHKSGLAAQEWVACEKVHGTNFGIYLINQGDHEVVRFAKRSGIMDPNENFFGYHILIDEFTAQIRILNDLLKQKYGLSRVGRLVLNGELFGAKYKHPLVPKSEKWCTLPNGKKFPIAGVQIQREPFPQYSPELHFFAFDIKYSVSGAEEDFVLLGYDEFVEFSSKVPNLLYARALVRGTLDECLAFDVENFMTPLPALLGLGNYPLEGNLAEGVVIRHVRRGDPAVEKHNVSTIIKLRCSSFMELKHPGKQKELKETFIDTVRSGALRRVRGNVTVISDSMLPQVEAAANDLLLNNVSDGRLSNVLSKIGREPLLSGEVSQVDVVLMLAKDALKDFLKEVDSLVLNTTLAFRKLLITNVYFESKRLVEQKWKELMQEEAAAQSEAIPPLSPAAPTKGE
# Active calls of the source: *.
SMILES,TbREL1 primary
CC(OC(=O)c1cccs1)C(=O)NCC1CCCO1 (stereo not drawn),0.4
CC1(C)Cc2nc3n[nH]c(N)c3cc2CO1,1.1
COC(=O)c1ccc(CSc2nnc3ccccn23)o1,-1.3
CCOC(=O)N(C)c1c(CC)nc2c(OCCOc3ccccc3)cccn12,1.1
Cc1ccc(CNCc2ccc3c(c2)OCO3)c(C)c1,4.2
COc1ccc(C2OC(=O)CC2C(=O)NC2CCCC(C)C2C)cc1OC (stereo not drawn),-1.1
COc1ccc(N(C)C(=O)CCC(=O)Nc2ccc3nc(N4CCOCC4)cc(C)c3c2)c(OC)c1,-2.9
CCc1cc(-c2nnn(CCC3COCCO3)c2CC)cc(CC)c1-c1cn(CCc2c[nH]c3ccccc23)nn1 (stereo not drawn),4.3
N#Cc1cccc(C(=O)Nc2ccc(S(=O)(=O)Nc3nccs3)cc2)c1,-6.6
Brc1ccc(-c2nn3c(-c4ccccc4)nnc3s2)cc1,1.4
O=C(Nc1ccnn1C1CCN(C/C=C/c2ccccc2)CC1)c1cccc(F)c1,-1.8
O=C(NCC1CCCO1)c1ccc(Oc2ccc([N+](=O)[O-])cc2)cc1 (stereo not drawn),9.5
CC(=O)c1c(C)[nH]c(C(=O)OC2CCOC2=O)c1C (stereo not drawn),-2.1
CCOC(=O)c1cccc(NC(=O)CSc2nnc(-c3ccncc3)n2CCCOC)c1,-0.3
Nc1nc2ccc(Cl)cc2cc1C(=O)NCCCN1CCOCC1,-1.5
Cc1c(C(=O)O)oc2c1C(O)CC(C)(C)C2 (stereo not drawn),-0.6
CCCCS(=O)CC(CS(=O)CCCC)OC(=O)c1ccccc1 (stereo not drawn),0.0
CCOC(=O)c1ccccc1NC(=O)COC(=O)CCNS(=O)(=O)c1ccc(C)c(C)c1,6.2
Cc1ccc2nc3n(c(=O)c2c1)-c1cc2ccccc2cc1C(=O)NC3Cc1ccccc1 (stereo not drawn),1.9
O=C(N/C(=C\c1ccccc1)C(=O)N1CCCCC1)c1ccco1,-1.2
Cc1ccc2c(c1)-c1c(cnn1CC(=O)N(CCC#N)c1ccccc1)CO2,-2.3
O=C(NCCC(=O)N1CCN(c2ccccc2O)CC1)c1ccc(Cl)cc1,-4.7
O=C(CCCOc1ccc(Cl)cc1Cl)NCCc1nnc2ccccn12,0.7
CCn1cc(C2=NC(CC(C)C)CO2)c2ccccc21 (stereo not drawn),1.5
O=C(Nc1ccc(Cl)cn1)C1CCCN1S(=O)(=O)c1cccc2ccccc12 (stereo not drawn),1.1
COc1ccc(C(N)CCc2ccc(C)o2)cc1 (stereo not drawn),0.6
CCCCN(c1ccccc1)S(=O)(=O)c1ccc2c(c1)CCN2C(=O)CCC(=O)O,-1.1
Clc1ccc(Cn2ncc3c(N4CCN(c5ccccc5)CC4)ncnc32)cc1,0.0
CCOc1cc(N2CCOCC2)c(OCC)cc1NC(=O)c1ccccc1,0.0
CSCCC(NC(=O)c1ccccc1)C(=O)N1CC(C)OC(C)C1 (stereo not drawn),0.5
O=C(NCC1CCCO1)c1cc2ccccc2[nH]1 (stereo not drawn),-2.3
O=C(CSc1nnc(-c2cccs2)o1)Nc1cc(Cl)cc(Cl)c1,2.8
Brc1ccc(-c2cnnc(N3CCCC3)n2)cc1,1.5
O=C(COC(=O)c1cc(Cl)ccc1O)Nc1ccccc1C(=O)NC1CC1,-3.0
CCOc1cc(C2C3=C(CC(C)(C)CC3=O)N(CCOC)C3=C2C(=O)CC(C)(C)C3)ccc1O,1.1
CC1CC(C)(C)N(C(=O)NC2CCCCC2)c2ccccc21 (stereo not drawn),-1.1
Cc1nc(NC(=O)CN(C)S(=O)(=O)c2ccc(Br)cc2)sc1C,-2.1
CCN1CCCCC(NC(=O)c2ccccc2OC)C1=O (stereo not drawn),8.1
Cc1ccc(Cl)c(Cn2cnc3c(cnn3C(C)(C)C)c2=O)c1F,-0.4
CC(CC1C(C#N)=C(N)SC(N)=C1C#N)c1ccccc1 (stereo not drawn),-3.0
CN(CC(=O)Nc1cccc(F)c1)C(=O)C1CC(=O)N(CCc2ccccc2)C1 (stereo not drawn),1.9
CC(=O)N1CCN(c2ccc(NCc3cccc(C)c3)cc2)CC1,-6.3
Cn1c(=O)[nH]c(=O)c2c1nc(CN1CCN(c3ccc(F)cc3)CC1)n2CCCc1ccccc1,-1.4
O=C(Cc1c[nH]c2ccccc12)Nc1ccc(Nc2cccnc2)c(-c2ccc(Cl)c(Cl)c2)c1,-0.4
CC1CCCCN1Cc1ccc(N)cc1 (stereo not drawn),-1.4
CCNC(=O)Nc1cc2nc(C)n(Cc3ccc(Br)cc3)c2nc1C,-0.6
CCOc1ccccc1N=C1NC(=O)CS1,1.2
CCC(OC(=O)c1nsc(Cl)c1Cl)C(=O)NC(C)(C)CC (stereo not drawn),-2.4
Cc1cc(C)c2[nH]c(=O)c(C(c3nnnn3CC3CCCO3)N3CCC(C)CC3)cc2c1 (stereo not drawn),-1.9
Cc1ccc(NC(=O)COC(=O)c2ccc(CN3CCCC3=O)cc2)cc1C,-1.4
COc1ccc2c3n([n+]([O-])c2c1)CCN=C3c1ccc(Cl)cc1,-3.7
Cc1ccc(NC(=O)OC2CC3CC2[C@H]2CCCCN2C3)cc1C (stereo partly drawn),-1.6
COC(=O)c1cc(Br)c(=O)n(-c2cc(C)on2)c1,-1.0
CC(C)Oc1cc(F)ccc1-c1cc(C(=O)NCc2cccnc2)[nH]n1,-0.3
O=C(c1cccs1)N1CCCN(c2ncnc3scc(-c4ccccc4)c23)CC1,-1.0
CS(=O)(=O)c1ccc2nc(NC(=O)CN3CCCCCC3)sc2c1,2.7
CC(C)CN(C(=O)c1cc(=O)[nH]c2ccccc12)c1c(N)n(Cc2ccccc2)c(=O)[nH]c1=O,-0.6
CN(C)c1ccc(-c2csc(C(C)(O)c3ccc(F)c(F)c3)n2)cc1 (stereo not drawn),3.3
CC(=O)c1cccc(OCc2cc(C(=O)N(C)C(C)c3ccccn3)no2)c1 (stereo not drawn),1.1
CCCOc1ccccc1-n1sc2c(c1=S)-c1cc(OC)cc3c1N(C(=O)C3=O)C2(C)C,1.1

# A draw from above in order of length of the SMILES, descending.
SMILES,TbREL1 primary
CC(C)CN(C(=O)c1cc(=O)[nH]c2ccccc12)c1c(N)n(Cc2ccccc2)c(=O)[nH]c1=O,-0.6
O=C(Cc1c[nH]c2ccccc12)Nc1ccc(Nc2cccnc2)c(-c2ccc(Cl)c(Cl)c2)c1,-0.4
CCCOc1ccccc1-n1sc2c(c1=S)-c1cc(OC)cc3c1N(C(=O)C3=O)C2(C)C,1.1
Cc1cc(C)c2[nH]c(=O)c(C(c3nnnn3CC3CCCO3)N3CCC(C)CC3)cc2c1 (stereo not drawn),-1.9
CC(=O)c1cccc(OCc2cc(C(=O)N(C)C(C)c3ccccn3)no2)c1 (stereo not drawn),1.1
O=C(c1cccs1)N1CCCN(c2ncnc3scc(-c4ccccc4)c23)CC1,-1.0
CN(C)c1ccc(-c2csc(C(C)(O)c3ccc(F)c(F)c3)n2)cc1 (stereo not drawn),3.3
COc1ccc2c3n([n+]([O-])c2c1)CCN=C3c1ccc(Cl)cc1,-3.7
CCNC(=O)Nc1cc2nc(C)n(Cc3ccc(Br)cc3)c2nc1C,-0.6
CCC(OC(=O)c1nsc(Cl)c1Cl)C(=O)NC(C)(C)CC (stereo not drawn),-2.4
COC(=O)c1cc(Br)c(=O)n(-c2cc(C)on2)c1,-1.0
CCOc1ccccc1N=C1NC(=O)CS1,1.2
CC1CCCCN1Cc1ccc(N)cc1 (stereo not drawn),-1.4

# Next part:
SMILES,TbREL1 primary
CCN(C(=O)COC(=O)C(c1ccccc1)c1ccccc1)c1c(N)n(Cc2ccccc2)c(=O)[nH]c1=O,0.1
CN(C)CCN1C(=O)C(=O)/C(=C(/O)c2ccc(S(=O)(=O)N3CCOCC3)cc2)C1c1ccc(F)cc1 (stereo not drawn),0.6
CSc1nc2c(c(=O)[nH]1)C(c1ccc(C(F)(F)F)cc1)CC(=O)N2 (stereo not drawn),1.1
COCC(C)n1c(SCC(=O)Nc2ccc3c(c2)OCCO3)nc2ccccc2c1=O (stereo not drawn),-2.9
O=C(Nc1ccc(OC(F)(F)C(F)F)c(NC(=O)c2ccc(F)cc2)c1)c1ccc(F)cc1,-0.3
Cc1cccc(NC(=O)C2CC(=O)OC23CCCCC3)c1 (stereo not drawn),2.0
Cc1ccc(NC(=O)COC(=O)Cc2ccsc2)cc1S(=O)(=O)N1CCOCC1,-1.7
CCOC(=O)N1CCN(C(=O)CSc2nnc(C3COc4ccccc4O3)o2)CC1 (stereo not drawn),-2.7
O=[n+]1c2c(n([O-])c3cc(F)c(N4CCCC4)cc31)CCCC2,-4.3
O=C(N/N=C/c1cccc(Br)c1)c1ccc(N2CCCC2=O)cc1,2.9
Cc1cccc(/C=C2/C(=O)/C(=C/c3ccccc3C)C3CCC2N3C)c1 (stereo not drawn),0.7
Cc1sc2ncnc(Oc3ccc(-n4ccnc4)cc3)c2c1C,-1.0
O=C1C=C(Nc2ccc(O)cc2)C(=O)c2ccccc21,-1.0
COc1ccc(-c2cn(-c3ccc(Cl)cc3)c3[n+]2CCCCC3)cc1,1.3
CC[C@]12c3[nH]c4ccc(OC)cc4c3CCN1C(=O)C(CC(=O)NCCCOC)C[C@@H]2C(=O)N1CCN(C(=O)c2ccco2)CC1 (stereo partly drawn),1.5
Cc1ccc2c(c1)NC(=O)C(CC(=O)NCCN(CC(C)C)CC(C)C)O2 (stereo not drawn),-2.6
CC(NC(=O)c1cccc(C(F)(F)F)c1)C(c1ccccc1)N1CCOCC1 (stereo not drawn),0.2
CN(C)S(=O)(=O)c1ccc2[nH]cc(/C=C/c3nc4ccccc4c(=O)n3-c3ccccc3)c2c1,3.0
COc1ccc(CNC(=O)CN(Cc2cccs2)C(=O)CCC(=O)Nc2ccccn2)cc1,-1.6
COc1ccc(OC)c(NC(=O)CN(C)S(=O)(=O)c2ccc(Cl)cc2)c1,-2.0
O=c1c2cc(F)ccc2[nH]c(=S)n1CCCN1CCOCC1,-3.8
COc1ccc(S(=O)(=O)N(C)C)cc1NCC(=O)Nc1cccc2ccccc12,-1.6
Cc1cc2c(c(=O)n1Cc1cccnc1)C(c1ccc(F)cc1)C(C#N)=C(N)O2 (stereo not drawn),-0.2
CCOc1ccc2[nH]c(=O)c(C(c3nnnn3C3CCCCC3)N3CCN(C)CC3)cc2c1 (stereo not drawn),-1.2
Cc1ccc(N/C=C(/C#N)c2ccsc2)cc1,6.9
COc1cccc(CNC(=O)c2cccc(NC(=O)CC3SC(N4CCCCC4)=NC3=O)c2)c1 (stereo not drawn),5.3
CN(C)C(=O)c1cccc(-c2csc(N3CCC(C(N)=O)CC3)n2)c1,-5.0
CCOC(=O)N1CCC(NC(=O)c2ccc3c(c2)N(Cc2ccccc2)CCS3)CC1,-5.4
C[C@@H](C(=O)Nc1ccc2ccccc2c1)[C@H]1C[C@]1(C)[C@H](NC(=O)OCc1ccccc1)c1ccccc1,5.0
O=C(CCS(=O)(=O)Cc1ccccc1)N1CCc2ccccc2C1,-2.8
CC(=O)Nc1cc(S(=O)(=O)C(F)(F)F)ccc1Cl,0.1
CN(Cc1cn(Cc2cccc(Cl)c2)nn1)C1CN(Cc2cn(Cc3cccc(Cl)c3)nn2)S(=O)(=O)C1 (stereo not drawn),-1.0
COc1ccccc1NS(=O)(=O)c1cccc(NC(=O)NCCCl)c1,6.8
Brc1ccccc1-c1nnc(COc2ncnc3ccccc23)o1,1.0
COc1ccc(-n2nc(C(=O)NCC(=O)NCCCN3CCN(C)CC3)c3ccccc3c2=O)cc1,-0.8
Cc1nn(C)c(Cl)c1S(=O)(=O)N[C@@H](c1ccccc1)[C@]1(C)C[C@H]1[C@@H](C)C(=O)Nc1ccc2ccccc2c1,5.1
NC(=O)COc1ccc(Nc2nnc(-c3ccc(O)cc3)c3ccccc23)cc1,7.6
CC1(CCc2ccccc2)NC(=O)N(CC(=O)Nc2ccc3c(c2)OCCO3)C1=O (stereo not drawn),-2.8
COCCN(CC(=O)NCC1CCCO1)C(=O)CCC(=O)Nc1cc(C)ccn1 (stereo not drawn),-1.2
COC(=O)Cc1c(O)ccn(Cc2ccc3c(c2)OCO3)c1=O,2.8
c1cc[n+](CCCC[n+]2ccccc2)cc1,0.6
C=CCN(CC(=O)Nc1c(C)cccc1CC)C(=O)SCCC,2.1
CCOC(=O)N1CCN(CC(=O)Nc2ccc(Oc3ccccc3)cc2)CC1,0.6
COc1ccc(C(=O)NC(=O)CSc2nc3nc(C)cc(C)n3n2)cc1,0.0
CCC(=O)c1cc2c(cc1NC(=O)C(C)C)OCCO2,-1.3
CC(=O)c1cccc(NC(=O)Cc2cccs2)c1,1.5
CCCCNS(=O)(=O)CCNCc1ccco1,2.4
O=C(N/N=C/c1cccs1)c1cc(C2CC2)nc2ccccc12,2.6
Cc1cccc(NC(=O)c2cccc(S(=O)(=O)Nc3c(C)n(C)n(-c4ccccc4)c3=O)c2)c1,-3.0
Cc1[nH]c(-c2ccc(F)cc2)cc1C(=O)N1CCN(c2ccc(Cl)cc2)CC1,-4.4
CC1CCCN(C(=O)COC(=O)Cc2ccc(Cl)cc2)C1 (stereo not drawn),0.3
O=C(COC(=O)CNC(=O)c1ccc(Cl)cc1Cl)NC1CCCCCCC1,1.1
CC[C@H](C)Cc1cn([C@@H](CCCN=C(N)N)C(=O)NCCCCCCCCCCC(=O)N2CCNCC2)nn1,7.0
CCc1c(C)c2ccc(O)c(CN(C)C)c2oc1=O,1.1
COc1cc(/C=N/NC(=O)c2ccncc2)ccc1OCC(=O)Nc1ccccc1,-0.1
COc1ccc(OC)c(NC(=O)C(Sc2ccccc2)c2ccccc2)c1 (stereo not drawn),3.0
COCCNC(=O)CN(C(=O)CCC(=O)Nc1cc(C)on1)c1ccccc1C,-3.2
CCN(CC)S(=O)(=O)c1ccc(C(=O)NCc2nnc(SCC(=O)OC)n2C)cc1,-0.2

# Single entries from the entries so far:
# CC(=O)c1cccc(NC(=O)Cc2cccs2)c1 | TbREL1 primary = 1.5
# CC[C@H](C)Cc1cn([C@@H](CCCN=C(N)N)C(=O)NCCCCCCCCCCC(=O)N2CCNCC2)nn1 | TbREL1 primary = 7.0

# The list is partial. The share of hits here may be higher or lower than overall.
